Assay outcomes as filed in PubChem BioAssay.
ER stress rescue – protection against thapsigargin-triggered cell killing – 384-well, CSM14.1, ATP luminescence, primary screen (AID 1222) | 190,000 tested, under 10 active | CSM14.1 thapsigargin-induced death rescue, ATP luminescence; higher % means a stronger effect | cellular ATP content (survival), % at 20 µM, or EC50 in µM where a hit was titrated;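 active = EC50 below 50 µM in the dose-response confirmation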;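 note: death triggered by thapsigargin at about 15 µM added after 2 h compound pretreatment; cell ATP read after overnight thapsigargin exposure of roughly 18 to 22 hours; normalized against plate controls of thapsigargin alone and 5% DMSO vehicle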
XIAP displacement – small molecules displacing peptide from XIAP – biochemical, IAP family, fluorescence polarization (AID 1018); XIAP BIR domain, fluorescence polarization peptide displacement; higher % means a stronger effect; one-dose displacement, % at 20 µM; IC50 in µM for titrated hits; 200,000 tested, 0.007% active; in the data active = displacement above about 50%; note: a part of the inactive calls stands beside numbers as strong as those of hits
Insulin prom up – MIN6 insulin promoter up-regulation | MIN6 insulin promoter-GFP reporter, high-content imaging; active compounds read high | z-score at 5 µM | 190,000 tested, 0.3% active;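 active = z-score above 3 at 5 µM with at least 500 cells counted in the well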
Autophagy HCS – modulators of autophagy; MEF GFP-LC3 puncta imaging; test concentration mostly 10 µM; calls only at 10 µM (by protocol); 190,000 tested, 0.98% active; AID 463193;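 active = percentage of spot-positive cells more than 3 SD above its plate mean, without a fluorescence outlier flag or 80% toxicity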;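 note: spot-positive cell cutoff set from DMSO-treated cells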
Dynein cargo inh – dynein cargo transport inhibition | 220,000 tested, 0.47% active | AID 1381 | 3617.4 mouse cells, GR-EGFP nuclear translocation imaging; test concentration mostly 20 µM; stimulated with dexamethasone, 1 µM; active compounds read low | z-score, hits read low;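 active = plate z-score of nuclear minus cytoplasmic receptor signal below a set negative limit, without overly bright fluorescence or cell loss, cut at about -3.5 in these data, passing the limit was not always enough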;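 note: z-score of nuclear minus cytoplasmic ring GR-EGFP intensity difference per well; some compounds called inactive have numbers as strong as hits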
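medium = tetracycline-free induction medium containing charcoal-stripped FBS | also added = 1.0 µM final dexamethasone stimulus | schedule = 48 h induction, 1 h compound, 30 min dex at 37 °C | technique = fixed, Hoechst-stained cells imaged at 10x for EGFP | measure = GR-EGFP nuclear translocation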
MT stabilize HCS – microtubule stabilizers in HeLa cells; HeLa tubulin immunostaining HCS, 24 h; share of cells brighter than vehicle mean+2SD; % tubulin-high responders, % at 10 µM; 200,000 tested, 0.83% active; AID 2205;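 active = plate Z-score above 3 for both tubulin-high and condensed-nucleus cell shares, with cell loss under 80%, at 10 µM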;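 note: anti alpha tubulin signal scored within the nucleus-defined area of each cell; some results filed as inactive read as strong as hits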
b-catenin transl – alters nuclear translocation of beta-catenin in HeLa cells. immunofluorescence imaging. nuclear translocation activity, % at 5 µM. 190,000 tested, 0.3% active. AID 1665;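 active = nuclear translocation activity above 50% at 5 µM, with a well cell count of 50 or more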;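 note: per-cell ratio of nuclear to cytoplasmic median beta-catenin stain intensity; plate controls were DMSO negative control for no effect and GSK-3 inhibitor IX positive control for full effect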
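Assay system: human HeLa cells, native beta-catenin; doses: 5 µM primary, 0.02–20 µM confirmation; incubation: compound treatment 24 h, 37°C, 5% CO2; technique: fluorescence imaging of beta-catenin antibody stain plus DAPI; measure: % activation, nuclear-to-cytoplasmic median beta-catenin signal ratio per cell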
WT yeast gro inh – growth inhibition of WT yeast, mitochondrial fusion screen | mitochondrial fusion phenotypic screen, WT strain | inhibition, % at 10 µM | 190,000 tested, 2.1% active | AID 1362; in the data active = inhibition above about 58%; tested in S. cerevisiae
Lipid droplet – modulators of hepatic lipid droplet formation; AML12 mouse hepatocytes, oleate lipid droplets, BODIPY imaging; inhibition, % at 6.5 µM; 240,000 tested, 0.4% active; AID 1656;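 active = lipid droplet intensity inhibited by at least 50%, with more than 500 cells counted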
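Material – mouse AML12 hepatocyte cell line, fixed after treatment · Compound dosing – one dose, 6.5 µM compound · Times – compound with oleate, overnight · Measured by – Image-based BODIPY and DAPI two-channel analysis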
WT yeast gro inh mutant strain – also measured in WT yeast gro inh; calls as there; inhibition, %; mitochondrial fusion phenotypic screen, mutant strain inhibition
Dynein cargo inh cytoplasmic EGFP – second read-out of Dynein cargo inh, no call of its own (marks repeat the call); z-score; measured here: cytoplasmic GR-EGFP intensity; active compounds read high
Dynein cargo inh nuclear GR-EGFP – second read-out of Dynein cargo inh, no call of its own (marks repeat the call); z-score; measured here: nuclear GR-EGFP intensity;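 lower value marks the stronger effect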
Dynein cargo inh cell count – recorded beside Dynein cargo inh, whose call it bears; z-score; measured here: cell count per field
Insulin prom up cell count – also measured in Insulin prom up; calls as there; cell count; measured here: cytotoxicity, nuclei count;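 total cells summed across four imaged fields per well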
Lipid droplet cells 6.5 µM – also measured in Lipid droplet; calls as there; cell count; measured here: cell count, cytotoxicity flag;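 cells counted across two imaged fields per well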
b-catenin transl cell count 5 µM – recorded beside b-catenin transl, whose call it bears; cell count; measured here: cell count, cytotoxicity flag
MT stabilize HCS Hoechst-high % – recorded beside MT stabilize HCS, whose call it bears; % Hoechst-high responders; measured here: nuclear condensation Hoechst responders;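 share of cells brighter than vehicle mean plus two SD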
MT stabilize HCS cytotoxicity % – second read-out of MT stabilize HCS, no call of its own (marks repeat the call); toxicity, %; measured here: cytotoxicity by cell density;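 0% = mean cell density of plate MIN control wells and 100% = no cells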
Autophagy HCS cell loss 18 h – second read-out of Autophagy HCS, no call of its own (marks repeat the call); toxicity, %; measured here: cell loss, nuclei count;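 cell loss after 18 h compound exposure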
* marks the source's active call; other numbers are inactive results; i = inactive; / = not tested or not shown; + = active, no number. Random draw from the library. Share with any hit: about 4%.

SMILES	ER stress rescue	XIAP displacement	Insulin prom up	Insulin prom up cell count	Autophagy HCS	Autophagy HCS cell loss 18 h	Dynein cargo inh	Dynein cargo inh cytoplasmic EGFP	Dynein cargo inh nuclear GR-EGFP	Dynein cargo inh cell count	MT stabilize HCS	MT stabilize HCS Hoechst-high %	MT stabilize HCS cytotoxicity %	b-catenin transl	b-catenin transl cell count 5 µM	WT yeast gro inh	WT yeast gro inh mutant strain	Lipid droplet	Lipid droplet cells 6.5 µM
COc1ccccc1CC1S/C(=N/N=C/c2ccco2)NC1=O (stereo not drawn)	0.9%	-2.5%	-0.26	1348	i	-6	-0.87	-0.13	-0.52	0.057	5.4	5.8	5.0	-1.3	1090	-2	-22	-9	654
Cc1ccc(C2/C(=C(\O)c3c(C)nc4ccccn34)C(=O)C(=O)N2CCN(C)C)o1 (stereo not drawn)	/	/	0.2	1116	/	/	-0.38	-0.23	0.22	0.7	/	/	/	0.3	1293	/	/	18	821
Cc1cc(N)n(-c2nc(-c3cccnc3)nc3ccccc23)n1	2.7%	-1.9%	-0.47	1543	i	11	-0.086	-0.22	-0.44	0.025	1.2	2.3	6.4	0.2	1330	1	-2	/	/
Cc1ccc(S(=O)(=O)c2cn(CC(=O)Nc3ccccc3)c3ccc(F)cc3c2=O)cc1	2.8%	/	0.54	1322	i	-53	-0.17	-0.23	0.6	-0.055	2.9	1.0	14	-0.2	506	-12	-17	0	711
CCCCCCc1cc2cc(-c3nnc(-c4ccccc4O)o3)c(=O)oc2cc1O	-0.5%	-3.5%	7.5*	982*	+	-21*	-5.6	24	1	-0.1	3.5	2.3	18	-4.3	857	0	0	/	/
Cc1ccc(-c2csc3nc(C(C)C)oc(=O)c23)c(C)c1	/	/	0.55	1422	/	/	2	-0.084	0.89	-1.3	/	/	/	-0.5	994	/	/	4	702
Cc1ccccc1CN1C(=O)CS/C1=N/N=C/c1ccco1	/	/	-0.34	994	/	/	0.31	-0.23	0.75	-0.14	/	/	/	1.1	1348	/	/	0	729
O=C(Nc1ccc(NC(=O)c2ccccc2)nc1)c1ccncc1	-1.3%	-1.4%	-0.11	1535	i	21	0.26	-0.26	0.42	-0.1	2.7	2.6	4.5	-1.9	1097	-15	-12	-3	682
Cc1cc(F)ccc1S(=O)(=O)N1CCCOC1CNC(=O)C(=O)NCCC1=CCCCC1 (stereo not drawn)	-0.3%	-0.7%	1.1	1258	i	4	-1.3	-0.31	-0.95	2.7	1.6	2.5	8.3	1.1	526	-6	-14	3	684
CN(C)CCCN(C(=O)CCOc1ccccc1)c1nc2ccc(F)cc2s1	1.2%	-4.3%	-0.23	1253	i	-5	-3.5*	0.61*	-1.5*	-0.49*	3.2	3.3	7.4	-0.9	1114	35	22	-20	712
Cc1ccccc1-n1c2nc(=O)n(C)c(=O)c-2cc2ccccc21	/	/	-0.62	1137	/	/	-0.27	-0.24	0.45	-0.024	/	/	/	1.3	1258	/	/	-7	762
CN(C)S(=O)(=O)c1ccc(C(=O)NCC(=O)N/N=C/c2ccccc2Cl)cc1	-1.4%	-3.4%	0.43	1437	i	17	3	-0.086	1.1	-1.2	5.4	3.2	6.0	-0.5	1464	-5	-10	-1	690
N#Cc1ccc(Sc2nc3ccccc3[nH]2)cc1C#N	-1.4%	-2.0%	0.24	1269	i	14	2.4	0.23	1.4	-0.48	4.0	4.1	1.1	-4.8	859	10	5	/	/
C=CCn1c(NC(=O)CC)c(C(=O)OCC)sc1=S	2.0%	-2.5%	0.56	622	i	1	-0.15	-0.23	0.11	0.82	2.3	1.0	8.5	-4.2	1065	6	16	-12	712
O=C(CC(c1ccc(F)cc1)c1ccco1)N1CCCC1 (stereo not drawn)	1.9%	-3.7%	-0.9	816	i	-52	-1.2	-0.21	-0.32	2.7	3.1	2.1	7.3	0.8	1211	-6	22	/	/
CC(Sc1nc2ccccc2[nH]1)C(=O)Nc1ccc2c(c1)OCCO2 (stereo not drawn)	-1.5%	-12%	0.02	1542	i	-32	1.2	-0.13	1.8	-1.6	2.2	1.4	5.5	-0.7	1320	11	3	/	/
O=C(Cn1cnc2ccccc2c1=O)c1ccc2c(c1)OCCO2	-3.2%	-2.5%	0.2	1391	i	-2	-0.87	-0.22	-0.38	1.1	2.8	2.2	1.2	-6.5	996	-21	-14	/	/
Cc1nn(Cc2ccccc2)c2c1C(c1ccccc1)C(C#N)=C(N)O2 (stereo not drawn)	-5.6%	-3.4%	/	/	i	0	-0.013	-0.19	0.26	0.69	1.6	0.3	15	3.7	543	3	5	10	741
COCCN(C(=O)CSc1nnc(C)n1Cc1ccccc1)c1c(N)n(Cc2ccccc2)c(=O)[nH]c1=O	-1.2%	-6.9%	-0.45	1171	i	-15	1.1	-0.13	0.48	0.67	1.5	2.6	9.7	-0.5	1124	-16	-31	-11	719
O=C(/C=C/c1ccc(-c2cccc([N+](=O)[O-])c2)o1)N1CCOCC1	/	/	-0.82	1036	/	/	-0.91	-0.26	0.13	-0.27	/	/	/	-0.9	1314	/	/	-17	688
CC1(C)Cc2nc3oc4c(=S)nc[nH]c4c3cc2CO1	-2.5%	-1.0%	/	/	i	-6	-0.95	-0.19	-0.4	0.011	3.0	2.8	12	-0.4	1022	-3	-5	2	656
CC1CCN(S(=O)(=O)c2cn(C)c(=O)n(C)c2=O)CC1	0.1%	-6.5%	0.11	2160	i	7	0.34	-0.18	0.37	-0.4	6.4	2.1	2.3	-3.4	1106	-3	-2	7	700
COc1ccc(N(CC(=O)Nc2c(C)cccc2C)S(=O)(=O)c2ccccc2[N+](=O)[O-])c(OC)c1	0.5%	-4.6%	0.34	1587	i	16	-0.84	-0.22	-0.6	0.34	1.0	1.2	7.4	0.3	1472	8	2	-27	709
Cc1cc(=O)[nH]c(N/N=C/c2c(C)oc3ccccc23)n1	-1.2%	-4.1%	0.13	1309	i	-10	-0.49	-0.3	-0.35	0.79	3.1	0.8	7.4	-1.6	1190	-2	-2	15	755
CS(=O)(=O)N(Cc1ccc(C(=O)N2CCc3ccccc3C2)cc1)c1ccccc1	0.1%	-3.0%	0.36	1690	i	27	-0.15	-0.12	0.24	0.21	1.6	2.3	2.4	-1.7	984	1	-19	-10	730
CCCCCCC(c1c(C)n(C)n(-c2ccccc2)c1=O)c1c(C)n(C)n(-c2ccccc2)c1=O	6.2%	-4.8%	/	/	i	2	0.22	-0.2	0.82	-0.071	1.9	2.3	10	-2.4	520	13	10	-7	699
Cc1ccc(NC(=O)CC2S/C(=N/N=C3\CCCc4ccccc43)NC2=O)cc1 (stereo not drawn)	0.1%	-0.3%	0.43	1289	i	-7	1	-0.24	0.62	-1.1	1.8	2.1	8.4	-4.2	543	84*	34*	-2	615
CCOC(=O)Cc1cnc(NC(=O)NC(C(=O)OCC)(c2ccccc2)C(F)(F)F)s1 (stereo not drawn)	-1.9%	-2.2%	-0.07	1264	i	0	-0.45	-0.18	-0.45	-0.08	3.0	1.1	4.6	/	/	2	4	-3	732

Filtered by structure: those above containing a nitro group on carbon
SMILES	ER stress rescue	XIAP displacement	Insulin prom up	Insulin prom up cell count	Autophagy HCS	Autophagy HCS cell loss 18 h	Dynein cargo inh	Dynein cargo inh cytoplasmic EGFP	Dynein cargo inh nuclear GR-EGFP	Dynein cargo inh cell count	MT stabilize HCS	MT stabilize HCS Hoechst-high %	MT stabilize HCS cytotoxicity %	b-catenin transl	b-catenin transl cell count 5 µM	WT yeast gro inh	WT yeast gro inh mutant strain	Lipid droplet	Lipid droplet cells 6.5 µM
O=C(/C=C/c1ccc(-c2cccc([N+](=O)[O-])c2)o1)N1CCOCC1	/	/	-0.82	1036	/	/	-0.91	-0.26	0.13	-0.27	/	/	/	-0.9	1314	/	/	-17	688
COc1ccc(N(CC(=O)Nc2c(C)cccc2C)S(=O)(=O)c2ccccc2[N+](=O)[O-])c(OC)c1	0.5%	-4.6%	0.34	1587	i	16	-0.84	-0.22	-0.6	0.34	1.0	1.2	7.4	0.3	1472	8	2	-27	709

An excerpt of these results, with bars between the fields.
SMILES | ER stress rescue | XIAP displacement | Insulin prom up | Insulin prom up cell count | Autophagy HCS | Autophagy HCS cell loss 18 h | Dynein cargo inh | Dynein cargo inh cytoplasmic EGFP | Dynein cargo inh nuclear GR-EGFP | Dynein cargo inh cell count | MT stabilize HCS | MT stabilize HCS Hoechst-high % | MT stabilize HCS cytotoxicity % | b-catenin transl | b-catenin transl cell count 5 µM | WT yeast gro inh | WT yeast gro inh mutant strain | Lipid droplet | Lipid droplet cells 6.5 µM
COc1ccccc1CC1S/C(=N/N=C/c2ccco2)NC1=O (stereo not drawn) | 0.9% | -2.5% | -0.26 | 1348 | i | -6 | -0.87 | -0.13 | -0.52 | 0.057 | 5.4 | 5.8 | 5.0 | -1.3 | 1090 | -2 | -22 | -9 | 654
Cc1ccc(C2/C(=C(\O)c3c(C)nc4ccccn34)C(=O)C(=O)N2CCN(C)C)o1 (stereo not drawn) | / | / | 0.2 | 1116 | / | / | -0.38 | -0.23 | 0.22 | 0.7 | / | / | / | 0.3 | 1293 | / | / | 18 | 821
